# Bioassay records (PubChem BioAssay)
# USP1 inh: inhibitors of human USP1/UAF1 deubiquitinase | O94782 | AID 743255 | recombinant USP1/UAF1, Ub-Rhodamine cleavage fluorescence | 390,000 tested, 0.23% active | Potency, µM (titrated, usually from 57.1 µM), inactives show at the highest dose activity change, negative = inhibition, usual class: inhibitors; further: potency means the concentration at half of the fitted maximal effect; on the % scale 0 is the no-effect control and ±100 the full control effect; nearly all actives have a fitted effect of over 60% in size; inactives centre near -12
#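 1 nM enzyme complex + cpd, 15 min RT; start with Ub-Rho 150nM final; kinetic fluorescence ex 480/em 540, 6 reads q60 s. Buffer 50mM HEPES pH 7.8, 0.5mM EDTA, 0.1 mg/ml BSA, 1mM TCEP, 0.01% Tween-20.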
# TrxR1 inh: blocks rat thioredoxin reductase 1. 390,000 tested, 1% active. recombinant rTrxR1, NADPH fluorescence consumption, selenite substrate. O89049. Potency, µM (doses to about 114 µM), for inactives: top-dose activity change, negative = inhibition, hits mostly inhibitors; further: potency means the concentration at half of the fitted maximal effect; on the % scale 0 is the no-effect control and ±100 the full control effect; nearly all actives have a fitted effect of over 65% in size
# Target sequence (O89049 whole entry, looked up): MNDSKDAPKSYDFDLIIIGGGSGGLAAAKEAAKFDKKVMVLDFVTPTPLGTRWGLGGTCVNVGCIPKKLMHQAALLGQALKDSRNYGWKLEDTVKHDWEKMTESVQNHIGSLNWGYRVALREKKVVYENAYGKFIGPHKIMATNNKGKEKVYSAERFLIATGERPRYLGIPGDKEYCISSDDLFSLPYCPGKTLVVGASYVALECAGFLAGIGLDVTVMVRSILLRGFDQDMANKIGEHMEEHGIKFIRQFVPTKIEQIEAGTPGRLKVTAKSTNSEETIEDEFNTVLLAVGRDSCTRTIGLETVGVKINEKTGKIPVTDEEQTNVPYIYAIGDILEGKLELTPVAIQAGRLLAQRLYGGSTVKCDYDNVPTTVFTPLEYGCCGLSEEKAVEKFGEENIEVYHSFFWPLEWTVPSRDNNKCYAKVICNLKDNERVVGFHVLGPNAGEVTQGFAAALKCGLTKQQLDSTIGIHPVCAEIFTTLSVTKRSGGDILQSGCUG
#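 Rat TrxR1 (90 nM in the dispensed reagent) was pre-reduced with 400 uM NADPH for 5 min at room temperature, then incubated with compound for 15 min. After 400 uM selenite was added, NADPH fluorescence (Ex 340/Em 450 nm) was followed for 8 min.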
# TrxR1 substrate: substrates of rat thioredoxin reductase 1 | AID 588456 | 390,000 tested, 0.01% active | Potency, µM (top dose mostly 114 µM), inactives show at the highest dose activity change, negative = substrate turnover | purified TrxR1 substrate turnover, NADPH consumption readout | O89049; further: potency means the concentration at half of the fitted maximal effect; on the % scale 0 is the no-effect control and ±100 the full control effect; nearly all actives have a fitted effect of over 50% in size
#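 Rat TrxR1, dispensed at 90 nM, was prereduced with 400 uM NADPH (final) for 5 min at ~22 deg C, then incubated with compound 15 min before 400 uM selenite. A first-read NADPH fluorescence drop versus no-compound background flagged substrates.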
# TRHR PAM: TRH receptor (human) allosteric enhancement; P34981; TRHR cells, fluo-8 calcium fluorescence, EC20 TRH enhancement; enhancement, % at 2 µM; 360,000 tested, 0.66% active; in the data active means enhancement above about 30%; further: 0% is about no effect
#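 TRHR-expressing cells loaded with fluo-8 calcium dye were read kinetically (ex 480/em 530) during compound addition, then stimulated with an EC20 of TRH (10 nM final). Enhancement of the Gq-mediated intracellular calcium response was scored.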
# TRHR ag: TRH receptor (human) agonism; activation, % at 2 µM; TRHR cells, calcium flux fluo-8, FDSS agonist mode; P34981; 360,000 tested, 0.18% active; in the data active means activation above about 30%; further: 0% is about no effect
#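 Agonist-mode FDSS calcium read (Ex 480/Em 530, 1 s cycles) in 1536-well TRHR cells with fluo-8 dye, after 10-cycle baseline and 23 nL compound addition; TRH at EC20 (10 nM final) added afterwards for the enhancer phase.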
# D2 agonist: agonists of human D2 dopamine receptor. activation, % at 2 µM. AID 485358. 340,000 tested, 0.53% active. HEK293 T-REx D2 cells, calcium flux agonist mode;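 active means activation over 3 SD above normal in the single-dose calcium agonist read, cut at about 30% in these data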; further: 0% is about no effect
#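 HEK293 Trex D2 cells, tetracycline-induced, o/n 30 C 5% CO2; no-wash Ca dye, RT 30–90 min; 10-cycle baseline, 23 nl cpd added, kinetic Ca read 180 s; agonist hits = positive Ca response.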
# D2 antag: antagonists of human D2 dopamine receptor; 340,000 tested, 2% active; P14416; inhibition, % at 10 µM; HEK293 TREx D2 cells, calcium flux, dopamine EC80; in the data active means inhibition above about 30%; further: 0% is about no effect
#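 In this primary screen, negative modulation is detected by tracking calcium flux after an EC80 dopamine challenge in inducible HEK293 T-REx D2 cells preexposed to test compound for 180 s.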
# PI4K2A block: PI4K2A (human) kinase inhibition. Q9BTU6. purified PI4K2A, ADP-Glo luminescence, 1 h; stronger effect = lower value. AID 1346378. 420,000 tested, 0.13% active. activity change, negative = inhibition, % at 76.9 µM; in the data active means activity change below about -50%; inconclusive means mostly about -30% to -49%;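 further: -100% = wells without enzyme as full effect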
#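 PI4K2A activity was measured by ADP-Glo luminescence: enzyme (4 ug/mL stock) and phosphatidylinositol (1.2 mM stock) in Tris pH 7.5/MgCl2/EGTA/Triton X-100 buffer were reacted with ATP (300 microM stock) for one hour at ambient temperature.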
# IDH1 R132H inh: inhibitors of human mutant IDH1 R132H. O75874. IDH1-R132H enzyme, NADPH consumption, diaphorase/resazurin fluorescence. Potency, µM (series often up to 76.6 µM), for inactives: top-dose activity change, negative = inhibition, actives largely listed as inhibitors. 390,000 tested, 0.093% active; further: potency means the concentration at half of the fitted maximal effect; on the % scale 0 is the no-effect control and ±100 the full control effect; nearly all actives have a fitted effect of over 65% in size
# Target sequence (O75874 whole entry R132H, stated change not applied): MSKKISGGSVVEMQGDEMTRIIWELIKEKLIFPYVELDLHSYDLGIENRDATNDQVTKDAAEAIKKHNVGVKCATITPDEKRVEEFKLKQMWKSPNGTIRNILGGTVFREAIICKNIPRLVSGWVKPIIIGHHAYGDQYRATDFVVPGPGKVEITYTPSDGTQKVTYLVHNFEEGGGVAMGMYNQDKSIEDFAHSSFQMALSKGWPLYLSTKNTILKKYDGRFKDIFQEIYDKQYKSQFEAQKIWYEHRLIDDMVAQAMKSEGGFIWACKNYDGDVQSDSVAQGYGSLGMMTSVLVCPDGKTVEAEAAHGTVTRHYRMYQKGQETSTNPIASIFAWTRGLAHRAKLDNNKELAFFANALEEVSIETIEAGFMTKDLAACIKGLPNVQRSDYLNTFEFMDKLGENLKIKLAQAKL
#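 IDH1-R132H (0.5 ug/mL) preincubated 30 min with compound, then NADPH (0.016 mM) and alpha-KG (2 mM) added; 80 min at RT, pH 7.5. Remaining NADPH coupled via diaphorase/resazurin to fluorescence (540/590 nm); concentration-response curves normalized to no-enzyme control.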
# * hit, by the source's call; u = inconclusive; x = no result given; [ ] = another dose, or the depositor's remark. Unless noted, the call rests on the fitted dose curve; in most records, active means well fitted inhibition curve with a large enough effect; inconclusive means small, poorly fitted or top-dose-only effect; inactive means no such curve, though single readings can be large or run the other way. Outcome played no part in choosing rows. About 3.9% of those tested had a hit in this group.
smiles	USP1 inh	TrxR1 inh	TrxR1 substrate	TRHR PAM	TRHR ag	D2 agonist	D2 antag	PI4K2A block	IDH1 R132H inh
COc1ccc(-c2nnc(SCc3cc(C)ccc3C)n2N)cc1	-19%	7%	2%	-1	-1.8	-0.5	3	6	3%
CSc1cccc(NC(=S)N2CCCN(Cc3ccccc3F)C2)c1	-24%	11%	1%	-2	-0.2	-2.6	3	2	9%
N#CC1=C(N)Oc2ccc3ccc(O)cc3c2C1c1cccnc1 (centres undefined)	u	-1%	13%	2	-0.4	-2.7	9	0	2%
COC(=O)c1ccccc1NC(=O)CN1C(=O)C2CCCN2c2ncc(Cl)cc21 (centres undefined)	x	x	x	-5	0.3	1.2	10	x	x
COc1ccc(S(=O)(=O)c2c(Nc3cccc(Cl)c3)sc(C(=O)c3ccccc3)c2N)cc1	-26%	23%	6%	-7	4.1	1.9	x	-2	0%
COCc1cc(C)nc2sc3c(=O)n(-c4cccc5ccccc45)nnc3c12	-5%	28%[57.1 µM]	1%[57.1 µM]	-1	0.0	x	x	2	-2%
c1ccc(-c2csc3ncnc(N4CCOCC4)c23)cc1	7%	23%[57.1 µM]	9%[57.1 µM]	-10	-0.1	0.0	-1	3	2%
COc1ccc(C(=O)COC(=O)c2cc(S(=O)(=O)N3CCCCC3)ccc2N2CCOCC2)c(OC)c1	-14%	27%	13%	1	0.4	0.4	-11	1	16%
CC(C)Cn1nc(NC(=O)C(C)(C)C)c2cc3ccccc3nc21	-12%	20%	2%	3	1.8	-0.3	-3	-3	6%
COc1ccc(NC(=O)c2csc3c2CCCCC3)cc1	u	11%	1%	6	0.5	1.2	x	2	x
O=C(CSCCOc1ccccc1)NCc1ccncc1	-13%	15%[57.1 µM]	-20%[57.1 µM]	4	0.3	-0.9	5	1	3%
Cc1cc2c(c(SCC(=O)N(C)c3ccccc3)n1)C(=O)OC2	-1%	-4%	-6%	4	-0.3	0.1	-5	7	6%
Cc1nn(-c2ccccc2)c(C)c1/C=C/C(=O)OCC(=O)Nc1ccc(C(N)=O)cc1	3%	3%	-2%	4	0.4	x	x	2	-11%
COc1ccc(NC(=O)CSc2ccccc2)cn1	-27%	9%[57.1 µM]	0%[57.1 µM]	12	-0.1	1.3	-17	-2	-9%
Cc1noc(C)c1COc1cccc(C(=O)OCC(=O)N2CC(=O)Nc3ccccc32)c1	-15%	6%[57.1 µM]	0%[57.1 µM]	4	-0.4	1.1	-6	8	6%
Cc1ccc(C2OCC(C)([N+](=O)[O-])CO2)cc1 (centres undefined)	-9%	11%	-7%	x	x	x	x	1	2%
O=S(=O)(NN1CCOCC1)c1cc(Cl)cc(Cl)c1O	-11%	-6%	-11%	14	0.3	0.4	-6	-1	11%
CN(CCc1ccccn1)C(=O)Nc1ccc(F)cc1	-7%	-3%	-3%	2	0.4	-0.5	6	-2	1%
O=S(=O)(c1ccc2ccccc2c1)N1C=CC(C(F)(F)F)=NCC1	-10%	-3%	-4%	0	-1.3	0.6	-9	-1	4%
COCCNC(=S)N/N=C(\C)c1ccc(O)cc1	-6%	-27%	-14%	-5	-0.8	0.2	0	2	4%
Cc1ccc(NC(=O)c2ccc(C(=O)c3ccccc3)cc2)nc1	-15%	15%	0%	-6	-0.6	x	x	0	6%
Cc1nnc(NS(=O)(=O)c2ccc(Br)cc2)s1	-18%	17%	0%	0	0.0	1.2	-6	-10	-4%
CCCc1cc(NCCN(C)C)n2c(nc3ccccc32)c1C#N	-24%	9%	122%[activator]	-5	0.1	1.4	4	-5	-5%
CCC(CC)c1nnc(NC(=O)COc2ccc3c(c2)OCO3)s1	-17%	-6%	-5%	16	0.8	0.9	-2	2	0%
CN(C)CCCn1c(SCC(=O)N2CC(=O)Nc3ccccc32)nc2ccccc2c1=O	-17%	12%[57.1 µM]	6%[57.1 µM]	9	0.2	2.5	-16	0	-5%
COc1ccc(/C=C/c2c(-c3ccc(OC)cc3)oc(=O)c3cc(OC)c(OC)cc23)cc1	-23%	6%[57.1 µM]	19%[57.1 µM]	x	x	x	x	2	-12%
CC1C=CCC2C(=O)N(c3cccc(C(=O)N4CCCCCC4)c3)C(=O)C12 (centres undefined)	-16%	10%	-3%	x	x	x	x	2	4%
COc1ccc(OC)c(NS(=O)(=O)c2cc3c4c(c2)CCN4C(=O)CC3)c1	-12%	-11%	-7%	-4	-0.3	0.2	-15	6	3%
CC1CCN(CCCNC(=O)c2ccc3c(=O)n(Cc4ccc(Cl)cc4)c(=S)[nH]c3c2)CC1	-16%	13%[57.1 µM]	-8%	-7	0.9	2.6	0	7	7%
Cc1cccc(NC(=O)CN2CCN(C(=O)C3CCCO3)CC2)c1C (centres undefined)	3%	-17%	-4%	5	0.7	-0.1	-7	2	5%
Cc1ccc(C)c(NC(=O)Cn2c(=O)n(CC3CCCO3)c(=O)c3ccccc32)c1 (centres undefined)	-24%	14%	9%	1	-1.2	-2.2	x	-8	11%
OC(CC#CCN1CCOCC1)(c1ccccc1)c1ccccc1	-19%	9%	4%	-2	0.4	-0.1	9	-4	3%
c1ccc(CSc2nnc(-c3cccnc3)o2)cc1	2%	19%	3%	10	-0.7	0.4	-7	-10	6%
COc1cc(/C=N/NC(=O)CCc2ccccc2)ccc1O	-14%	19%[57.1 µM]	-5%	9	-2.1	-0.4	-26	-1	4%
COC(=O)c1ccc(NS(=O)(=O)c2ccc3c(c2)n(C)c(=O)n3C)cc1	-13%	13%[57.1 µM]	6%[57.1 µM]	-2	-0.3	1.0	5	3	0%
CCOc1ccc(CC(=O)N/N=C(\C)c2cccnc2)cc1	-9%	2%	-4%	-8	-0.4	0.0	6	-5	-15%
Cc1cccc(Nc2nnc(SCC(=O)NCC3CCCO3)s2)c1C (centres undefined)	3%	-2%	-5%	x	x	x	x	-5	3%
O=C1c2ccccc2CCC1C(O)c1ccccn1 (centres undefined)	-10%	-14%	0%	3	-0.4	-0.4	-4	-2	0%
O=C(O)c1ccc(CNCc2ccc(Cl)cc2Cl)cc1	-15%	15%[57.1 µM]	-4%	14	-0.3	-0.3	19	-1	-6%
COc1ccc(OC)c(NCc2cccn2-c2nnc(N3CCCCC3)s2)c1	u	7%	1%	-4	-0.7	-1.2	x	-2	0%
CCCCCN(C(=O)CCC(=O)OCc1cc(C)ccc1C)c1c(N)n(CCCC)c(=O)[nH]c1=O	-9%	20%	3%	0	-0.2	0.5	4	-2	0%
CCCn1c(=N)c(C(=O)NC2CCCCC2)cc2c(=O)n3cc(C)ccc3nc21	-24%	25%	32%	2	0.8	1.7	x	1	0%
COc1ccccc1C(=O)Nc1c(C)cc(Br)cc1C	3%	-7%	-9%	-1	-1.6	-0.7	-2	-2	-3%
COC(=O)C1=C(O)CSC1=Nc1ccc(C)cc1	-11%	-6%	-7%	1	-0.3	-0.4	-5	8	1%
CC(C)c1cccc(C(C)C)c1NC(=O)CCl	-6%	-26%[57.1 µM]	6%[57.1 µM]	0	-0.3	0.1	2	-2	8%
O=C(CNC(=O)OCc1ccccc1)NC(Cc1cnc[nH]1)C(=O)O (centres undefined)	-11%	-9%	-3%	x	x	x	x	4	4%
O=C(CN1C(=O)NC2(CCc3ccccc32)C1=O)NCC(F)(F)F (centres undefined)	-12%	13%	-1%	-2	1.1	2.0	8	2	4%
Cc1ccc(N2CC(C(=O)Nc3nnc(SCc4ccccn4)s3)CC2=O)cc1 (centres undefined)	-20%	3%	4%	1	0.0	0.1	-6	-3	1%
COC(=O)c1ccc(N2CCN(C)CC2)c(NC(=O)c2cc3ccccc3o2)c1	-6%	22%	10%	9	0.5	0.4	5	0	3%
Cc1ccccc1NC(=O)C1CCN(S(=O)(=O)c2cccs2)CC1	-2%	26%[57.1 µM]	-9%	-4	-0.6	0.9	-12	1	14%

# The list goes on:
smiles	USP1 inh	TrxR1 inh	TrxR1 substrate	TRHR PAM	TRHR ag	D2 agonist	D2 antag	PI4K2A block	IDH1 R132H inh
COc1cc(OC)cc(-c2cc3nc(C)c(CCC(=O)NCc4ccc(Cl)cc4)c(C)n3n2)c1	-33%	80%[activator]	107%[activator]	3	0.4	0.7	x	-3	11%
OCCN1CCN(c2ncnc3c2sc2nc(N4CCOCC4)c4c(c23)CCC4)CC1	-25%	-23%	5%	0	-0.2	-0.6	1	-1	8%
CCOc1cc(C2CC(=O)Nc3c2c(C)nn3-c2nc(C)cc(C)n2)ccc1O (centres undefined)	u	17%	-2%	-1	0.3	1.1	x	-9	7%
COc1ccc(N2CC(C(=O)Nc3c(C(N)=O)oc4ccccc34)CC2=O)cc1 (centres undefined)	-7%	11%	1%	14	0.2	0.2	-6	0	1%
CC(C)CC(=O)N1CCN(Cc2cccc(F)c2)CC1	-11%	3%	0%	1	1.2	16	-10	2	2%
CCOc1ccc(C2Nc3cccc4cccc(c34)N2)cc1OC	-17%	28µM*	1%	0	0.1	-0.7	14	-21	10%

# A second format for some results above:
# Below each compound – USP1 inh	TrxR1 inh	TrxR1 substrate	TRHR PAM	TRHR ag	D2 agonist	D2 antag	PI4K2A block	IDH1 R132H inh
Cc1ccc(C2OCC(C)([N+](=O)[O-])CO2)cc1 (centres undefined)
→ -9%	11%	-7%	x	x	x	x	1	2%
O=S(=O)(NN1CCOCC1)c1cc(Cl)cc(Cl)c1O
→ -11%	-6%	-11%	14	0.3	0.4	-6	-1	11%
CN(CCc1ccccn1)C(=O)Nc1ccc(F)cc1
→ -7%	-3%	-3%	2	0.4	-0.5	6	-2	1%
